FN deposit inh = inhibitors of fibronectin matrix deposition, primary screen, AH1F cells, Alexa488-fibronectin fluorescence, plate reader | AH1F fibroblasts, overnight | inhibition, % at 12.6 µM | 350,000 tested, 0.086% active | AID 743247, 2014;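 active = mean inhibition across replicates of 30% or more, regardless of how many single replicates reach that level; inconclusive = mean under 30% yet at least half of replicates reach 30%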;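 also: positive control wells lacked labelled fibronectin entirely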
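Material: AH1F fibroblasts assembling fluorescent fibronectin matrix; amount: 10000 AH1F cells/well; medium: DMEM, 2% serum; reagent: Alexa488-fibronectin, 24 nM final in well; dosing: single compound dose, delivered by pin transfer; incubation: 1 h adhesion, overnight exposure; detection: fluorescence after three HBSS washes, excitation 485 nm, emission 525 nm; measure: fibronectin deposition inhibition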
RAD54 inh = inhibitors of human RAD54 branch migration, primary screen, biochemical, fluorescence, single point; inhibition, % at 10.4 µM; 360,000 tested, 0.14% active; AID 602329, 2012; RAD54 Holliday junction branch migration, FAM/BHQ fluorescence; DNA repair and recombination protein RAD54-like (Homo sapiens), Q92698;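 active = mean normalized replicate activity at least 40 and at least half of replicates scoring 40 or more; inconclusive = only one of the two criteria met; inactive = mean below 40 and under half of replicates reaching 40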;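 also: 0% = median of neutral control wells and 100% = median of positive control wells; inhibitors cause a drop in the FAM fluorescence signal; in these data hits start at about 50%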
Target sequence (Q92698 whole entry, looked up): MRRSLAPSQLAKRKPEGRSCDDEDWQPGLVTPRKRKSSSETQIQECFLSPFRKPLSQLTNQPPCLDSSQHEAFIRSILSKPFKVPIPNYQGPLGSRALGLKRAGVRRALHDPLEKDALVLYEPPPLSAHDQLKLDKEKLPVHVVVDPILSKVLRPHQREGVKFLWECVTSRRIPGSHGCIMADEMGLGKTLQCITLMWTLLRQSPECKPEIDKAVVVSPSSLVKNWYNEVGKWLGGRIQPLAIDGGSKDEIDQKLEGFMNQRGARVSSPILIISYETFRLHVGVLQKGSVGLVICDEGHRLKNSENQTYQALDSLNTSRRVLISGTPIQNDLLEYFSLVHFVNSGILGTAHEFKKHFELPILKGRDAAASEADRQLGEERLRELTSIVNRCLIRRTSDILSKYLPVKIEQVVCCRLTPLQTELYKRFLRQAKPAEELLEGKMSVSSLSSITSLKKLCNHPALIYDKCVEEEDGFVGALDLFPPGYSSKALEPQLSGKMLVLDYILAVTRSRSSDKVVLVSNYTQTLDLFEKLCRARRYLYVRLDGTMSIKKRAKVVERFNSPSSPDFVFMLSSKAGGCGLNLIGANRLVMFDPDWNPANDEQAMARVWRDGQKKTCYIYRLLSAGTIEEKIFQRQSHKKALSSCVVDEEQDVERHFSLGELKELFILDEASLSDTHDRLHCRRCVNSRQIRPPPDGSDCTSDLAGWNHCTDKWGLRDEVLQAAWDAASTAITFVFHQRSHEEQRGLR
esBAF inh = Bmi1 luciferase reporter increase in mESCs, primary screen, esBAF inhibitor project, mouse ES cells, Bmi1 luciferase knock-in, single point; 24 h; 100% = twice the neutral-well signal; reporter increase, % at 12.5 µM; 350,000 tested, 2% active; in the data active = activation above about 40%; inconclusive = no clear call, values can overlap the other calls;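 also: 0% = median of the plate's neutral control wells and 100% = double that signal; a rise in the Bmi1 reporter signal indicates esBAF inhibition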
Numbers without * were called inactive; ? = inconclusive; / = not tested or not shown. A portion of the library; the hit share may differ from the screen's.

Screens in order – esBAF inh, RAD54 inh, FN deposit inh
1. O=C(CC(Nc1ccccc1Cl)C(=O)OCC(=O)c1cccs1)c1ccccc1 (centres undefined)
 : /, /, 7
2. CCSc1nc(C)c(CC)c(C)c1C(N)=O
 : -11, -6, /
3. CC1(C)Cn2c(nnc2-c2ccccc2)S1
 : -11, -5, /
4. CCOC(=O)C1CCN(S(=O)(=O)c2ccc(Br)c(OCC)c2)CC1
 : 6, 0, /
5. O=C(CSCC(=O)N1CCOCC1)Nc1ccccc1
 : -1, -3, /
6. Cc1nnc(NC(=O)C2CCCCC2)s1
 : -6, 8, /
7. COC(=O)C1=C(C)N=C2SCCC(=O)N2C1c1cccs1 (centres undefined)
 : -8, 3, /
8. Cc1onc(-c2ccccc2Cl)c1C(=O)Nc1ccccc1
 : -7, -10, /
9. CCOC(=O)C1=C(c2ccccc2)NC(=S)NC1c1cc([N+](=O)[O-])ccc1OC (centres undefined)
 : -1, -3, /
10. CCCCC(=O)Nc1ccc(C(=O)N2CCN(C)CC2)cc1
 : -7, 8, /

Screens in order – esBAF inh, RAD54 inh, FN deposit inh
11. CCc1nc2scc(-c3ccccc3)c2c(=O)n1N
 : -9, 12, /
12. c1ccc(C2C3=C(Nc4ncnn42)c2ccccc2CCC3)cc1 (centres undefined)
 : -7, 3, /
13. CCC(=O)Nc1cccc(NC(=O)c2cc3ccccc3o2)c1
 : 38, 0, /
14. O=c1c2ccccc2nc2n1C(CSc1ccc(Cl)cc1)CN2 (centres undefined)
 : 10, 0, /
15. COc1ccc(O)c(-c2cc(-c3cccs3)[nH]n2)c1
 : 30, -3, /
16. CCN(CC)c1ccc(/C=N/OCC(=O)N2CCCc3ccccc32)cc1
 : -1, -5, /
17. CCCCCCNC(=O)C(C#N)c1nc2ccccc2nc1N1CCCC1 (centres undefined)
 : -6, -53, /
18. O=C(CN1C(=O)S/C(=C\C=C\c2ccccc2)C1=O)N1CCCCC1
 : 31, -6, /
19. CCCOc1ccccc1-c1nc(SCCC(=O)O)n[nH]1
 : -4, -2, /
20. O=C(O)c1cccc(NCc2cccnc2)c1
 : 4, 3, /

Screens in order – esBAF inh, RAD54 inh, FN deposit inh
21. CCN1CCN(c2nc3c(c(=O)[nH]c(=O)n3C)n2CCCSc2ncccn2)CC1
 : -1, 8, /
22. O=C(CCCO)c1ccc2c(c1)OCCO2
 : 3, -4, /
23. O=[N+]([O-])c1ccc(Sc2ccc(Cl)c(Cl)c2)nc1
 : -1, -4, /
24. Cc1ccc(C(=O)C2C(c3cccs3)NC(=O)NC2(O)C(F)(F)F)cc1 (centres undefined)
 : -7, 5, /
25. Cc1ccc(N(CC(=O)Nc2ccc(-c3nc4ccc(C)cc4s3)cc2)S(C)(=O)=O)cc1
 : 25, 1, /
26. Cc1noc(C)c1S(=O)(=O)N1CCC(C(=O)N2CCC(C)CC2)CC1
 : -5, -3, /
27. Cc1ccccc1C(NC(=O)C1CCN(Cc2ccc(Oc3ccccc3)cc2)CC1)c1ccsc1 (centres undefined)
 : -9, -4, /
28. Cc1ccc(-c2noc(CCC(=O)Nc3cccc(C#N)c3)n2)cc1
 : 0, 1, /
29. Cc1onc(-c2ccccc2)c1C(=O)NCC1COc2ccccc2O1 (centres undefined)
 : -2, 7, /
30. O=C(COC(=O)[C@H](Cc1c[nH]c2ccccc12)NC(=O)c1ccc(Cl)cc1)Nc1ccc2c(c1)OCO2
 : ?, 0, /

Screens in order – esBAF inh, RAD54 inh, FN deposit inh
31. CCOc1ccccc1C(=O)N(C)Cc1cc2ccccc2[nH]c1=O
 : 8, 1, /
32. COc1ccc(NC2c3ncccc3C(=O)N2Cc2ccccc2)c(OC)c1 (centres undefined)
 : 7, -22, /
33. COC(=O)Cc1c(C)c2ccc(O)c(CN3CCCC(C)C3)c2oc1=O (centres undefined)
 : -5, 8, /
34. Cc1cc(C)c2oc(=O)cc(CN3CCOCC3)c2c1
 : -3, -6, /
35. COc1cc2[nH]c3c(N4CCN(c5ccc(Cl)cc5)CC4)ncnc3c2cc1OC
 : 4, 6, /
36. COC(=O)CCS(=O)(=O)c1cc(Cl)ccc1Cl
 : -4, 1, /
37. COc1ccc2c(c1)c(C(=O)CN1CCC3(CC1)OCCO3)c(C)n2C
 : 2, 7, /
38. CCOC(=O)c1cccc(NC(=O)N[C@@H](C)C(=O)OC)c1
 : -4, -3, /
39. O=c1[nH]c2c(c(=O)n1Cc1ccccc1)CCC2
 : 0, 4, /
40. CCN(CC)CCc1c(C)[nH]c(C(=O)OCc2ccccc2)c1C
 : 4, -5, /

Reformatted field by field: 4 of the compounds above
14) O=c1c2ccccc2nc2n1C(CSc1ccc(Cl)cc1)CN2 (centres undefined)
  esBAF inh = 10
  RAD54 inh = 0
  FN deposit inh = /
7) COC(=O)C1=C(C)N=C2SCCC(=O)N2C1c1cccs1 (centres undefined)
  esBAF inh = -8
  RAD54 inh = 3
  FN deposit inh = /
19) CCCOc1ccccc1-c1nc(SCCC(=O)O)n[nH]1
  esBAF inh = -4
  RAD54 inh = -2
  FN deposit inh = /
32) COc1ccc(NC2c3ncccc3C(=O)N2Cc2ccccc2)c(OC)c1 (centres undefined)
  esBAF inh = 7
  RAD54 inh = -22
  FN deposit inh = /

(further entries)
Screens in order – esBAF inh, RAD54 inh, FN deposit inh
41. CCCS(=O)(=O)N1CCCC(C(=O)NCCN(Cc2ccccc2)C(C)C)C1 (centres undefined)
 : -2, 8, /
42. Nc1ncnc2c1ncn2CCN1CCCCC1
 : -11, -10, /
43. Cc1cc(N2CCN(c3ccc(F)cc3)CC2)nc(-c2ccccc2)n1
 : -7, -2, /
44. Cc1cccc(CC2S/C(=N/c3ccccn3)NC2=O)c1 (centres undefined)
 : 5, 4, /
45. O=C(Cc1cccs1)Nc1ccc(-c2nnc(-c3ccccc3)o2)cc1
 : 29, -13, /
46. O=C(CN1CCCCC1)Nc1cccc(Oc2ccccc2)c1
 : -8, -15, /
47. CC(C)c1nnc(NC(=O)Cn2nc(-c3ccc4c(c3)OCCO4)ccc2=O)s1
 : -3, 12, /
48. CC(C)OC(=O)CSc1nnc(-c2ccccc2)n1N
 : 0, 0, /
49. COc1ccc(NC(=O)C(C)NS(=O)(=O)c2ccccc2)cc1Cl (centres undefined)
 : -2, -12, /
50. COC(=O)C1=C(C)N(c2cccc3ccccc23)C(=O)C1
 : -5, -30, /

Screens in order – esBAF inh, RAD54 inh, FN deposit inh
51. S=c1[nH]nc(-c2ccccc2)n1CC1CCCO1 (centres undefined)
 : -2, -14, /
52. Cc1ccc(S(=O)(=O)c2nc(S(C)(=O)=O)sc2N(C)C)cc1
 : -3, 11, /
53. COc1ccc(S(=O)(=O)Nc2cc(C)ccn2)cc1
 : -3, -11, /
54. NC(=O)Cn1c(=O)n(CCCC(=O)NC2CCN(Cc3ccccc3)CC2)c(=O)c2ccccc21
 : -3, -2, /
55. COc1ccc(C=O)cc1COc1ccc(Cl)cc1[N+](=O)[O-]
 : -8, 4, /
56. O=C(CC12CC3CC(CC(C3)C1)C2)Nc1cccc2ncccc12
 : 4, -7, /
57. CCOC(=O)CSc1nnc(Cc2ccccc2)n1-c1cccc(Cl)c1
 : -1, -9, /
58. COCCOC(=O)c1[nH]c2c(c1C)C(=O)CC(c1ccccc1)C2 (centres undefined)
 : -7, 1, /
59. CCN1C(=O)c2n[nH]c(C(=O)OC)c2C1=O
 : -11, 0, /
60. CC1CCc2c(C(=O)Nc3nccs3)csc2C1 (centres undefined)
 : 58*, 2, /

Single records, as listed above:
`COC(=O)Cc1c(C)c2ccc(O)c(CN3CCCC(C)C3)c2oc1=O` (centres undefined) in the list: esBAF inh: -5; RAD54 inh: 8; FN deposit inh: /
`Cc1ccc(N(CC(=O)Nc2ccc(-c3nc4ccc(C)cc4s3)cc2)S(C)(=O)=O)cc1` in the list: esBAF inh: 25; RAD54 inh: 1; FN deposit inh: /

Later entries:
Screens in order – esBAF inh, RAD54 inh, FN deposit inh
61. CSc1ccccc1OCc1cc(C(=O)N(C)Cc2c(C)n[nH]c2C)no1
 : 10, 2, /
62. CCN(CC)C(=O)N1CCN(C(=O)c2ccc(C)cn2)CC1
 : 1, -4, /
63. CCOc1ccc(Br)cc1C1C(C(=O)OC)=C(N)Oc2cc(N(C)C)ccc21 (centres undefined)
 : -13, 6, /
64. COC(=O)c1cc(NC(=O)Cc2ccc(OC)c(OC)c2)cc(C(=O)OC)c1
 : 1, -7, /
65. Cc1c(OCC(=O)OC(C)C)ccc2c3c(c(=O)oc12)CCC3
 : 4, 3, /
66. Cc1ccnc(N2C(=O)OC(C)(C)C2(C)O)c1 (centres undefined)
 : 4, 6, /
67. Cc1ccc(C(=O)NNC(=S)NC(=O)c2ccc(Cl)cc2)cc1
 : -3, -3, /
68. COc1ccc(CN2C(=O)CN=C2Nc2cc(C)ccc2C)cc1
 : 1, 1, /
69. CCCCOC(=O)Cn1c(=O)c2c(nc3n2CCCCN3c2ccc(C)cc2)n(C)c1=O
 : -9, -5, /
70. CS(=O)(=O)N(CCc1ccccc1)CC(N)=O
 : -8, 3, /

Screens in order – esBAF inh, RAD54 inh, FN deposit inh
71. COc1ccc(C(=O)CSc2nncn2C)cc1
 : 8, 3, /
72. COc1ccccc1OCC(=O)Nc1ccccc1C(=O)NCc1ccco1
 : 6, -13, /
73. CC(=O)C1=C(O)C(=O)N(c2cc(C(C)(C)C)on2)C1c1ccc(C(C)C)cc1 (centres undefined)
 : -1, -2, /
74. Cc1cc(C(=O)Nc2nnc(-c3ccccc3)s2)no1
 : 2, -8, /
75. CCCC(=O)Nc1cccc(-c2nc3ccccc3o2)c1
 : 28, -6, /
76. COc1ccc(-c2noc(-c3ccccc3C(=O)Nc3cccnc3)n2)cc1OC
 : 1, 6, /
77. COCC(=O)N/N=C(\C)CC(=O)Nc1ccccc1C(N)=O
 : 5, -7, /
78. CCn1c(SCC(=O)C(C)(C)C)nnc1-c1ccccn1
 : -4, -3, /
79. CCc1cc(C(=O)OC)c(NC(=O)CCCC(=O)O)s1
 : -11, 0, /
80. CCCCn1c(-c2ccc(Cl)cc2)nc2c(=O)n(C)c(=O)[nH]c21
 : -1, 4, /

Screens in order – esBAF inh, RAD54 inh, FN deposit inh
81. CC(C)n1cc(/C=N/Nc2ccc(Cl)c(C(=O)O)c2)c2ccccc21
 : 28, -2, /
82. C/C(N)=C(/C#N)C(=O)CN1CCCCC1
 : 8, -2, /
83. OCC1OC(n2nc3ccccc3n2)C(O)C(O)C1O (centres undefined)
 : 2, 1, /
84. CCCC(=O)N1CCN(c2ccc(NC(=O)c3ccc(OCC)c([N+](=O)[O-])c3)cc2)CC1
 : -6, -10, /
85. Cc1cccc2c1nc(-c1ccccc1)n1cnnc21
 : -5, -9, /
86. CCCC1(C(=O)OCC)NC(c2ccc(OC)cc2OC)C2C(=O)N(c3ccccc3)C(=O)C21 (centres undefined)
 : -10, 3, /
87. CCOC(=O)C1=C(C)NC2=C(C(=O)C(C(=O)OCC)C(c3ccccc3OC)C2)C1c1ccccn1 (centres undefined)
 : -1, 5, /
88. Cc1ccc2cccc(OCC(=O)NCCC3=CCCCC3)c2n1
 : -3, 3, /
89. N#Cc1c(-c2ccccc2)nc(SCc2nc(N)nc(N3CCCCC3)n2)[nH]c1=O
 : -5, -6, /
90. Cc1noc(C)c1S(=O)(=O)N1CCC(C(=O)NC2CCCc3ccccc32)CC1 (centres undefined)
 : -10, 5, /

Screens in order – esBAF inh, RAD54 inh, FN deposit inh
91. CC(C)(C)C(=O)Nc1nc(=S)ss1
 : -2, 1, /
92. COCCn1cc(C(=O)c2ccccc2OCC(=O)Nc2cc(C)on2)cc(C#N)c1=O
 : -2, 4, /
93. N#Cc1nc(COc2ccccc2)oc1N1CCCC1
 : -2, 2, /
94. CCC1CCCCN1S(=O)(=O)c1ccc2c(c1)CCN2C(=O)C1CCC1 (centres undefined)
 : 18, -1, /
95. Fc1ccc(C2NCCn3cccc32)cc1 (centres undefined)
 : 0, 3, /
96. O=C1c2cccnc2C(=O)N1c1cccc(-c2nc3ccccc3o2)c1
 : -7, -3, /
97. CC1(C)CC(=O)c2cc(C(=O)NCc3ccco3)c(=O)n(-c3ccccc3)c2C1
 : -12, -2, /
98. CCSc1nnc(NC(NC(=O)c2ccco2)(C(F)(F)F)C(F)(F)F)s1
 : 0, -4, /
99. O=C(CSc1nc2cc(Cl)ccc2o1)N1CCOCC1
 : 17, 12, /
100. Cc1nc2nc(-c3ccc(Cl)cc3)[nH]n2c(=O)c1Cc1ccccc1
 : ?, -8, /

Screens in order – esBAF inh, RAD54 inh, FN deposit inh
101. CCn1c(SCC(=O)NCc2ccco2)nc2c1c(=O)n(C)c(=O)n2C
 : 6, 3, /
102. Nc1nonc1OCCc1ccccc1
 : 4, -5, /
103. CCCCOC(=O)c1ccc(NS(=O)(=O)c2cc(-c3nnnn3CC)ccc2OC)cc1
 : 3, -8, /
104. O=C(CN1C(=O)CSC1=O)N1CCc2ccccc2C1
 : -1, -7, /
105. COc1cc(C(=O)N2CCN(C(=O)c3ccco3)CC2)cc(OC)c1OC
 : -6, 3, /
106. COc1ccc(NC(=O)CN2C(=O)c3cccc4cccc2c34)c(OC)c1
 : 3, 9, /

Screening results from PubChem.
